FEN1 inh – qHTS Assay for the Inhibitors of Human Flap endonuclease 1 (FEN1); P39748; Recombinant FEN1 flap cleavage, fluorescence, 15 min; Potency, µM (top dose mostly 114 µM), for inactives: at the top dose activity change, negative = inhibition, most hits filed as inhibitors; actives 0.35% (n = 390,000); active = well fitted inhibition curve with a large enough effect; inconclusive = small, poorly fitted or top-dose-only effect; inactive = no such curve, though single readings can be large or run the other way; also: nearly all actives have a fitted effect of over 65% in size
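Nuclease activity of 10 nM FEN1 was measured after 15 min of room-temperature exposure to titrated compounds, by adding 50 nM flap substrate and reading plates at 0 and 15 min.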
Starred values were filed as active, the others as inactive; & = joins results of further samples. % is scaled to controls: 0 for no effect and ±100 for the full control effect; potency is read from the fitted curve at half-maximal effect. Some of the compounds tested. The share of hits here may be higher or lower than overall.

What do the screens show for `Cc1cccc(OCCC(=O)NO)c1`?
FEN1 inh: 31%

Results for COC(=O)C1=C2c3[nH]c4ccccc4c3CCN2C(=O)CC1 ?
FEN1 inh: -5%

Results for C(=C\c1ccnc2ccccc12)/c1ccc(-[n+]2cc[n+](-c3ccc(/C=C/c4ccnc5ccccc45)cc3)cc2)cc1 ?
FEN1 inh: 0%

What do the screens show for `COc1cc2c(c(OC)c1OC)-c1ccc(SC)c(=O)cc1C(N)CC2` (stereo unspecified)?
FEN1 inh: -4%

How did COc1ccc(CCNC(=O)COC(=O)CSc2ccc(C(N)=O)cc2[N+](=O)[O-])cc1OC do in these assays?
FEN1 inh: -1%

What do the screens show for `Cc1c(C(=O)N2CCCCC2)sc(NC(=O)C23CC4CC(CC(C4)C2)C3)c1C#N`?
FEN1 inh: 0%

Results for CC1(C)CC(=O)C(c2ccccc2)(c2ccccc2)C(=O)C1 ?
FEN1 inh: -2%

How did Cc1cc(Cl)ccc1Nc1nc(NCc2ccco2)nc2nccnc12 do in these assays?
FEN1 inh: 11%

What do the screens show for `CNc1nc(N2CCCN(C)CC2)nc2cc(OC)c(OC)cc12`?
FEN1 inh: inconclusive

Results for CC(=O)NC12CC3CC(C1)CC(C(=O)N1CCN(S(=O)(=O)c4cccc([N+](=O)[O-])c4)CC1)(C3)C2 ?
FEN1 inh: -11%

What do the screens show for `S=c1nc[nH]c2c1ncn2-c1ccccc1`?
FEN1 inh: 15%

Results for Cc1cn(C2CCCCC2)c(=O)n(-c2ccccc2)c1=O ?
FEN1 inh: -2%

Arranged by SMILES length (rising): some entries from above
Results for Cc1cn(C2CCCCC2)c(=O)n(-c2ccccc2)c1=O ?
FEN1 inh: -2%

How did Cc1cc(Cl)ccc1Nc1nc(NCc2ccco2)nc2nccnc12 do in these assays?
FEN1 inh: 11%

Results for CC1(C)CC(=O)C(c2ccccc2)(c2ccccc2)C(=O)C1 ?
FEN1 inh: -2%

What do the screens show for `COc1cc2c(c(OC)c1OC)-c1ccc(SC)c(=O)cc1C(N)CC2` (stereo unspecified)?
FEN1 inh: -4%

How did COc1ccc(CCNC(=O)COC(=O)CSc2ccc(C(N)=O)cc2[N+](=O)[O-])cc1OC do in these assays?
FEN1 inh: -1%

Results for C(=C\c1ccnc2ccccc12)/c1ccc(-[n+]2cc[n+](-c3ccc(/C=C/c4ccnc5ccccc45)cc3)cc2)cc1 ?
FEN1 inh: 0%

Following part.
What do the screens show for `CCOC(=O)NC1=NCC(C)(C)S1`?
FEN1 inh: -9%

How did O=C1OCC(CC2=C(O)C(=O)OC2)=C1O do in these assays?
FEN1 inh: 0%

What do the screens show for `Nc1ccccc1C#Cc1cnccn1`?
FEN1 inh: 15%

What do the screens show for `CNc1ccc(C=O)cc1Cl`?
FEN1 inh: -7%

What do the screens show for `Oc1ccccc1C=NN=Cc1c(O)ccc2ccccc12`?
FEN1 inh: -4%

How did CN(c1ccccc1)c1nc(C#N)nc(N2CCOCC2)n1 do in these assays?
FEN1 inh: 6%

How did COc1cc(N(C)C)c(OC)cc1C=O do in these assays?
FEN1 inh: -2%

How did CN(C)S(=O)(=O)c1ccc(C(=O)N2CCN(S(=O)(=O)c3ccc4c(c3)OCCO4)CC2)cc1 do in these assays?
FEN1 inh: -1%

What do the screens show for `C#CCN1C=CC(=O)[C@@H](OC(=O)Nc2ccccc2Br)[C@H]1c1ccccc1Br`?
FEN1 inh: -22%

Results for CC(C)(C)S(=O)(=O)N1Cc2cc(=O)n(Cc3ccccc3)c(CCO)c2[C@@H]1CCO ?
FEN1 inh: 6%

How did COC(=O)c1cccc(F)c1C(=O)c1cccc2ccccc12 do in these assays?
FEN1 inh: -16%

Results for O=C1c2ccccc2C(=O)N1c1cccc(O)c1 ?
FEN1 inh: -2%

Results for CCN(CC)C1Oc2cc3c(cc2C(c2cc(OC)c(OC)c(OC)c2)C1C)OCO3 (stereo unspecified) ?
FEN1 inh: -8%

Results for C[C@H]1CCC[C@]2(O[C@@H](CCO)C[C@@H](O)[C@@H]2O)O1 ?
FEN1 inh: 2%

Results for Cc1ccccc1Oc1ccc2c(c1)[C@@H]1C[C@H](N(C)C(=O)c3ccc(C#N)cc3)[C@H]([C@H](C)O)C(=O)N1CC2 ?
FEN1 inh: -9%

Results for Cc1nc2ccc(C(=O)Nc3ccc(N(C)C)cc3)cc2s1 ?
FEN1 inh: 3%

What do the screens show for `COc1ccc(CN2CCN(C(=O)c3ccccc3C(=O)c3ccccc3)CC2)cc1OC`?
FEN1 inh: -1%

Results for CC(C)NS(=O)(=O)c1ccc2[nH]c3nc(SCC(=O)Nc4ccc(F)c(F)c4)nnc3c2c1 ?
FEN1 inh: -2%

What do the screens show for `O=C1c2ccccc2NC(c2ccccc2O)N1Cc1ccco1` (stereo unspecified)?
FEN1 inh: 12%

How did CCN1C[C@@H]2[C@@H]3C(=O)N(Cc4ccccc4)C(=O)[C@@H]3[C@](CC)(C1=O)N2C(=O)c1ccccc1 do in these assays?
FEN1 inh: -5%

Results for O=C(C[n+]1ccccc1Cl)c1ccc(Br)cc1 ?
FEN1 inh: -1%

How did COc1ccc(CN(C)CCCn2cnc3c(OCc4ccccc4)ncnc32)cc1OC do in these assays?
FEN1 inh: -16%

Results for Cc1cc(-c2ccccc2)nc2c(Br)c(C(=O)O)nn12 ?
FEN1 inh: inconclusive

What do the screens show for `COc1cc(-c2nc3ccccn3c2/N=C/c2cc(OC)c(OC)c(OC)c2)ccc1O`?
FEN1 inh: -18%

What do the screens show for `COc1ncccc1-c1nnn(-c2ccccc2Br)n1`?
FEN1 inh: 0%

How did COC(=O)c1ccccc1NC(=O)CN(c1ccccc1)S(=O)(=O)N(C)C do in these assays?
FEN1 inh: 4%

Results for CC1(c2nnc(-c3ccncc3)o2)CC(c2cccnc2)=NO1 (stereo unspecified) ?
FEN1 inh: -8%

Results for COc1ccc(C(O)Cc2nccn2C)cc1 (stereo unspecified) ?
FEN1 inh: -18%

Results for COc1ccc2c(c1)c(CCNNC(=O)C(C)(C)C)c(C)n2C(=O)c1ccc(Cl)cc1 ?
FEN1 inh: 3%

What do the screens show for `O=C(O)c1ccc(NCc2nc3cc4ccccc4cc3[nH]2)cc1`?
FEN1 inh: -12%

How did O=C(Nc1cccc2ccccc12)OCc1ccccc1 do in these assays?
FEN1 inh: 4%

How did OC(CN1CCCCC1)c1ccc2c3c(cccc13)CC2 (stereo unspecified) do in these assays?
FEN1 inh: -6%

Results for Cc1ccc(Cn2c(C(CO)Nc3nc(-c4ccc(F)cc4)cs3)nc3ccccc32)cc1 (stereo unspecified) ?
FEN1 inh: -12%

Results for C=CC[C@]12CC=CC(=O)[C@@]1(O)O[C@H](c1ccc(OC)c(OC)c1)[C@H]2C ?
FEN1 inh: 14%

Results for CN(c1ccccc1)S(=O)(=O)c1cccc(C(=O)NCCc2c[nH]c3ccccc23)c1 ?
FEN1 inh: -26%

How did CC(C)(C)N1[C@@H](CC(=O)O)c2cc(C(F)(F)F)ccc2S1(=O)=O do in these assays?
FEN1 inh: 0%&-11%

By substructure, the entries above containing an aryl thioether with sulfur outside any ring (3)
What do the screens show for `COc1cc2c(c(OC)c1OC)-c1ccc(SC)c(=O)cc1C(N)CC2` (stereo unspecified)?
FEN1 inh: -4%

How did COc1ccc(CCNC(=O)COC(=O)CSc2ccc(C(N)=O)cc2[N+](=O)[O-])cc1OC do in these assays?
FEN1 inh: -1%

Results for CC(C)NS(=O)(=O)c1ccc2[nH]c3nc(SCC(=O)Nc4ccc(F)c(F)c4)nnc3c2c1 ?
FEN1 inh: -2%

The listing continues:
What do the screens show for `COc1cc(-c2c(-c3ccc4c(c3)OCO4)noc2-c2ccsc2)cc(OC)c1OC`?
FEN1 inh: 14%

What do the screens show for `O=C(NCc1nc2ccccc2[nH]1)C1=C[C@H](C2CCCCC2)C[C@H](OCCCCO)O1`?
FEN1 inh: 8%

How did COc1ccc2c(c1)CCC1C2CCC2(C)C(O)C(=O)CC12 (stereo unspecified) do in these assays?
FEN1 inh: 5%

How did COc1ccc(C(=O)C=Cc2cccs2)c(O)c1 do in these assays?
FEN1 inh: -21%

How did O=C(COc1ccc(C(=O)c2ccccc2)cc1)Nc1ncccc1O do in these assays?
FEN1 inh: 8%

How did Oc1ccc(C=NNC(=S)Nc2cccnc2)nc1 do in these assays?
FEN1 inh: -3%

How did NN=C(c1ccccc1)c1ccccc1 do in these assays?
FEN1 inh: -12%

How did c1cnc2nc3c4ccccc4c4ccccc4c3nc2c1 do in these assays?
FEN1 inh: inconclusive

What do the screens show for `Cc1cccc(NC(=O)c2cccc(S(=O)(=O)Nc3c(C)n(C)n(-c4ccccc4)c3=O)c2)c1`?
FEN1 inh: 6%

Results for COc1ccccc1N1C(=O)C(=O)N(C)C1=O ?
FEN1 inh: -2%

How did COc1cc(OC)c(N(C)C(=O)c2cc3c(s2)-c2ccccc2S(=O)(=O)C3)cc1Cl do in these assays?
FEN1 inh: 3%

How did O=[N+]([O-])c1ccccc1N=Nc1ccc(O)cc1O do in these assays?
FEN1 inh: inconclusive

How did COc1cc2nc(-c3cccs3)oc(=O)c2cc1OC do in these assays?
FEN1 inh: -2%

How did CC(C)COc1ccc(CC(=O)NO)cc1 do in these assays?
FEN1 inh: 1%

How did CN1CCN(C(=O)c2cnn(-c3ccccc3)c2NC(=O)c2ccc(Br)cc2)CC1 do in these assays?
FEN1 inh: -2%

Results for CCCCOC(=O)NC1CCc2cc(OC)c(OC)c(OC)c2-c2ccc(SC)c(=O)cc21 (stereo unspecified) ?
FEN1 inh: -7%

Results for NS(=O)(=O)c1cnccc1Nc1cccc(Br)c1 ?
FEN1 inh: 4%

Results for Nc1cccnc1Sc1ccccc1 ?
FEN1 inh: -6%

What do the screens show for `Cc1nc2ccccc2nc1-c1ccc([N+](=O)[O-])cc1`?
FEN1 inh: -6%

How did O=[N+]([O-])c1ccc(S(=O)(=O)NN=Cc2ccc(Cl)c(Cl)c2)cc1 do in these assays?
FEN1 inh: -3%

How did COc1ccc(NS(=O)(=O)c2cccc3ccccc23)cc1 do in these assays?
FEN1 inh: -14%

What do the screens show for `COc1ccc(/C=C2\SC(=S)N(CCCC(=O)N3CCN(C)CC3)C2=O)cc1OC`?
FEN1 inh: -4%

How did COc1ccc(C(=O)N(Cc2ccco2)Cc2cccs2)c(OC)c1 do in these assays?
FEN1 inh: 1%

Results for CC1Cc2ccccc2C[N+]1(C)CC(=O)c1ccc(I)cc1 (stereo unspecified) ?
FEN1 inh: 15%

How did Cc1onc(-c2ccccc2Cl)c1C(=O)N[C@@H](C)c1ccccc1 do in these assays?
FEN1 inh: -1%

How did O=C(/C=C/c1cccs1)c1ccco1 do in these assays?
FEN1 inh: 4%

What do the screens show for `CC(=O)NC12CC3CC(C1)CC(C(=O)N1CCN(S(=O)(=O)c4ccc([N+](=O)[O-])cc4)CC1)(C3)C2`?
FEN1 inh: -13%

Results for Cc1ccc(NS(=O)(=O)c2ccc(OCC(=O)NCc3ccccn3)cc2)cc1 ?
FEN1 inh: 12%

Results for CCOC(=O)/C=C/c1ccc2c(c1)S(=O)(=O)N(c1cccc(OC)c1)[C@H]2CC(=O)OCC ?
FEN1 inh: 7%&-14%

What do the screens show for `CN(Cc1ccccc1)C(=O)c1ccc(NC(=O)Cc2ccc(NC(=O)C3CCN(S(=O)(=O)c4cccc([N+](=O)[O-])c4)CC3)cc2)cc1`?
FEN1 inh: -4%

How did COc1ccc(C(=O)Nc2ccc(S(=O)(=O)N3CCOCC3)cc2)cc1 do in these assays?
FEN1 inh: -1%

What do the screens show for `C=C(C)CSc1nnc2[nH]c(=O)cc(N)n12`?
FEN1 inh: 1%

Results for c1ccc(CN(CCN2CCOCC2)Cc2ccccc2)cc1 ?
FEN1 inh: -7%

Results for NC(=S)NN=C1CCCCCCCCCC1 ?
FEN1 inh: 1%

How did CCC1(C2=CCCCC2)C(=O)NC(=S)N=C1N (stereo unspecified) do in these assays?
FEN1 inh: -1%

How did N#Cc1c2c(c(Nc3ccc(F)cc3)n3c1nc1ccccc13)CCCC2 do in these assays?
FEN1 inh: 1%

Results for O=C(NC(Cc1ccccc1)C(=O)N1CCN(S(=O)(=O)c2ccccc2)CC1)c1ccccc1 (stereo unspecified) ?
FEN1 inh: 17%

How did O=C(CCSCCC(=O)NN=Cc1ccccc1)NN=Cc1ccccc1 do in these assays?
FEN1 inh: 3%

How did COc1cc(C2C3=C(COC3=O)Oc3cc4c(cc32)OCO4)cc(OC)c1OC(C)=O (stereo unspecified) do in these assays?
FEN1 inh: 29%

Results for COc1ccc(-c2cc(C(=O)N/N=C/c3cc(OC)c(OC)cc3OC)c3ccccc3n2)cc1 ?
FEN1 inh: -9%

How did CC(=O)N1CCC(C(=O)Nc2nnc(C(C)C)s2)CC1 do in these assays?
FEN1 inh: -2%

What do the screens show for `CCCn1cnc2c(SCc3ccccc3)nc(N)nc21`?
FEN1 inh: 2%

Results for OC(CCN1CCC2CCC(C2)C1)c1ccc(Br)cc1 (stereo unspecified) ?
FEN1 inh: 7%

How did O=C(Cn1cc(COc2c(F)c(F)c(Br)c(F)c2F)nn1)c1ccc(O)cc1 do in these assays?
FEN1 inh: 3%

Results for O=C1C=CC(=Nc2ccc3c(c2)Cc2ccccc2-3)O1 ?
FEN1 inh: -8%

Results for CCCCN1CC(COCc2ccccc2)Oc2cccc(NCc3ccc(OC)cc3)c2S1(=O)=O (stereo unspecified) ?
FEN1 inh: -10%

How did CCOC(=O)c1cc(-c2ccccc2)nn1CC1CC(c2cccc([N+](=O)[O-])c2)=NO1 (stereo unspecified) do in these assays?
FEN1 inh: 1%

Screening data deposited in PubChem by National Center for Advancing Translational Sciences (NCATS).
